S-ASM inh: human S-ASM enzyme inhibition; P17405; placental ASM, HMU-PC fluorogenic substrate, 60 min; Potency, µM (series often up to 57.5 µM), for inactives: top-dose activity change, negative = inhibition, usual class: inhibitors; 340,000 compounds, 0.006% hits; AID 504937; further: potency means the concentration at half of the fitted maximal effect
Target sequence (P17405 47-631 limits assumed): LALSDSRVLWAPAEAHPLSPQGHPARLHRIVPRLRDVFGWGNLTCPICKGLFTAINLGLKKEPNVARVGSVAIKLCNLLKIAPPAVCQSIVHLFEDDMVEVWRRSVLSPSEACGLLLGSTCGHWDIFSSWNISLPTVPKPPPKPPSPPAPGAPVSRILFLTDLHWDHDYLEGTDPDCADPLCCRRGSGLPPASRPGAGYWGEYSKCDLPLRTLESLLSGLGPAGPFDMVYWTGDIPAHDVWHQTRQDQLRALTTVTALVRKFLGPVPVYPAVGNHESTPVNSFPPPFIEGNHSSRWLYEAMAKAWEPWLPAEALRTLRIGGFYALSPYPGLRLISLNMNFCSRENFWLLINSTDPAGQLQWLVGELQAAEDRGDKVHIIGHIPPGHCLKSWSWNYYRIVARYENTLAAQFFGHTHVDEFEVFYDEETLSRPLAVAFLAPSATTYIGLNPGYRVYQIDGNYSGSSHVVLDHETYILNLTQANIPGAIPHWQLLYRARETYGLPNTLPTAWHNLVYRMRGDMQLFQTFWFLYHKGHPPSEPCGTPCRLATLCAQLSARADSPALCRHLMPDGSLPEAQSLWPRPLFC
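Human placenta-derived ASM preincubated with compound 10 min at room temperature, then reacted with 9 uM (final) fluorogenic HMU-PC substrate for 60 min at 37 C. Stop solution raises pH to 10; fluorescence read at Ex 386/Em 447 nm.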
PKM2 activator: activators of human pyruvate kinase M2 | 260,000 compounds, 0.34% hits | Potency, µM (top dose mostly 57.5 µM), without a hit: at the highest dose activation, usual class: activators | purified PKM2, Kinase-Glo ATP luminescence, activation; response scale: 0% is enzyme alone, no compound | AID 1631 | P14618; further: potency means the concentration at half of the fitted maximal effect; on the % scale 0 is the no-effect control and ±100 the full control effect; nearly all actives have a fitted effect of over 55% in size
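hPK-M2, >95% pure; 0.1 mM ADP / 0.5 mM PEP final; imidazole pH7.2 buffer w/ 7 mM MgCl2, 50 mM KCl; 1 h RT; Kinase-Glo lum. Intermediate enzyme activity for dual inhibitor/activator qHTS.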
TSHR antagonist: blocks TSH signaling through the human TSH receptor | P16473 | 330,000 compounds, 0.2% hits | AID 504810 | TSHR-expressing cells, TSH-stimulated cAMP HTRF, 2 h; stronger effect = lower value | activity change, negative = inhibition, % at 11.5 µM;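 active means activity change below a set negative limit, meaning inhibition stronger than a set level, cut at about -70% in these data; inconclusive means activity change between two set negative limits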; further: on the % scale 0 is the no-effect control and ±100 the full control effect
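Read-out is FRET at 665 nm (cryptate excitation 337 nm) from a cryptate-tagged anti-cAMP antibody, competed by cell cAMP against cAMP-d2. Compounds are tested on freshly harvested TSHR cells challenged with 4nM TSH (EC80) for 2 hours at 37 deg C.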
Mito fusion act: mitochondrial division inhibition or fusion activation; S. cerevisiae fusion-defective mutant growth rescue, CellTiterGlo 48 h; Potency, µM (top dose mostly 46.1 µM), for inactives: top-dose growth rescue (activation), hits mostly activators; 320,000 compounds, 0.23% hits; AID 485298;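 further: potency means the concentration at half of the fitted maximal effect; % of control where 0% means no effect; nearly all actives have a fitted effect of over 45% in size; temperature-sensitive fusion mutants such as fzo1-1 at 37 °C on non-fermentable ethanol glycerol medium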
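Growth-rescue viability read-out: after 48 h at the non-permissive 37C in glycerol/ethanol YPEG, yeast mitochondrial fusion mutants are measured by CellTiterGlo luminescence; compounds (23 nl pinned per well) restoring growth score as division inhibitors or fusion activators.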
Menin-MLL TR inh: inhibitors of human menin-MLL interaction, mutant MLL peptide. Potency, µM (titrated, usually from 61.6 µM), without a hit: at the top dose FP activity change, negative = inhibition, usual class: inhibitors. Menin + Texas Red MLL mutant peptide, fluorescence polarization. 270,000 compounds, 0.23% hits. AID 1768. O00255; active means well fitted inhibition curve with a large enough effect in the polarisation, with a control signal flat, not every such curve was filed as active; inconclusive means small, poorly fitted or top-dose-only effect, or effect the other way, or a change in a side signal; inactive means no such curve, though single readings can be large or run the other way; the % refers to the polarisation; further: potency means the concentration at half of the fitted maximal effect; % of control where 0% means no effect; many of its hits are not listed in these tables
Eya2 phos inh: Eya2 (human) phosphatase inhibition; O00167; recombinant Eya2, OMFP fluorescence dephosphorylation (OMFP is methylfluorescein phosphate); Potency, µM (top dose mostly 76.9 µM), for inactives: at the highest dose activity, negative = inhibition, actives largely listed as inhibitors; 330,000 compounds, 0.006% hits; further: potency means the concentration at half of the fitted maximal effect; on the % scale 0 is the no-effect control and ±100 the full control effect
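Eya2 protein (added as 0.2 uM solution) was preincubated with compound for 10 min at ambient temperature in 50 mM HEPES pH 7.5, 50 mM NaCl, 5 uM MgCl2, 0.05% BSA, 1 mM DTT. OMFP (added at 50 uM) then reacted 10 min; fluorescence read at 485/525 nm.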
KCNH2 WT inh: blocks the wildtype human KCNH2 potassium channel; Q12809; U2OS, BacMam KCNH2, thallium flux FluxOr; stronger effect = lower value; activity change, % at 1.84 µM; 340,000 compounds, 0.37% hits;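 active means maximum activity change below -70%; inconclusive means maximum activity change between -70% and -50%; inactive means maximum activity change above -50%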; further: on the % scale 0 is the no-effect control and ±100 the full control effect
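U2OS cells were transduced with wild-type KCNH2 virus (2.03 x 10^8 / mL) for 4 h at room temperature, then cultured overnight at 37 C. Thallium flux was read with FluxOr dye. Rate constants were normalized to DMSO controls.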
GALK inh: blocks human galactokinase activity; 270,000 compounds, 0.007% hits; Purified GALK, Kinase-Glo residual ATP luminescence; Potency, µM (titrated, usually from 57.5 µM), for inactives: at the highest dose activity change, negative = inhibition, usual class: inhibitors; P51570; further: potency means the concentration at half of the fitted maximal effect; on the % scale 0 is the no-effect control and ±100 the full control effect
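GALK at 5 nM final was combined with compound, 35 uM ATP and 100 uM galactose in HEPES pH8.0 with MgCl2 and DTT. The reaction ran one hour at room temperature before luminescent ATP detection.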
USP2a block: inhibitors of human ubiquitin-specific protease USP2a; O75604; USP2 core, Ub-CHOP2 coupled fluorogenic reporter, 485/531; Potency, µM (top dose mostly 38.3 µM), inactives show top-dose activity change, negative = inhibition, hits mostly inhibitors; 330,000 compounds, 0.01% hits; AID 463254;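 further: potency means the concentration at half of the fitted maximal effect; plate controls were DMSO wells for no effect and full inhibition by NEM control for full effect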
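Cell-free coupled assay: 10nM USP2 core preincubated 30min RT with compound in Tris-HCl pH 8.0/CaCl2/CHAPS buffer, then 25nM Ub-CHOP2 and 25nM reporter substrate; fluorescence (Ex 485/Em 531) read after 60min RT, normalized to NEM inhibition, concentration-response curves fitted.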
MBNL1-CUG inh: inhibitors of human MBNL1 binding to CUG repeat RNA. TR-FRET MBNL1-His/biotin-(CUG)12 binding, 665/545 ratio. Potency, µM (series often up to 57.5 µM), for the others: top-dose activity change, negative = inhibition, actives largely listed as inhibitors. 280,000 compounds, 0.036% hits; active means well fitted inhibition curve with a large enough effect in the signal ratio, with a control signal flat, not every such curve was filed as active; inconclusive means small, poorly fitted or top-dose-only effect, or effect the other way, or a change in a side signal; inactive means no such curve, though single readings can be large or run the other way; the % refers to the signal ratio; further: potency means the concentration at half of the fitted maximal effect; on the % scale 0 is the no-effect control and ±100 the full control effect
Target sequence (Q9NR56 whole entry, looked up): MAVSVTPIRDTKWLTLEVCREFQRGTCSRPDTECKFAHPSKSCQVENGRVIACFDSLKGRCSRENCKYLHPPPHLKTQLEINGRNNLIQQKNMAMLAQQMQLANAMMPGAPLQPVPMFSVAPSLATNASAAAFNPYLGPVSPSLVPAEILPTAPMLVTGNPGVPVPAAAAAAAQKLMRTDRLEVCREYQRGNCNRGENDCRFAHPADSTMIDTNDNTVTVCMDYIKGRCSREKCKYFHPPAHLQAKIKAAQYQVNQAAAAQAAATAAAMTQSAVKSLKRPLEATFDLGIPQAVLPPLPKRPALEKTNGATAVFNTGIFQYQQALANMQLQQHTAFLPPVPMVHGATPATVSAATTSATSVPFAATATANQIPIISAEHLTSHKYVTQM
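TR-FRET between His-tagged MBNL1 and biotin-(CUG)12 RNA, detected with Tb anti-His antibody (0.055 ng/ul) and streptavidin-XL665 (5 nM), 60 min at room temperature. Compounds titrated 92 nM to 58 uM; 665/545 nm ratio normalized to buffer and complex controls.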
BCR signal inh: inhibitors of chronic active B-cell receptor signaling; ABC-DLBCL IkBa-CBG/CBR reporter, luminescence ratio, 4 h; Potency, µM (highest dose often 46.1 µM), for the others: at the highest dose ratio change, negative = lower green/red ratio, usual class: inhibitors; 340,000 compounds, 0.05% hits; active means well fitted inhibition curve with a large enough effect in the signal ratio, with a control signal flat, not every such curve was filed as active; inconclusive means small, poorly fitted or top-dose-only effect, or effect the other way, or a change in a side signal; the % refers to the signal ratio;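 further: potency means the concentration at half of the fitted maximal effect; plate controls were basal doxycycline-induced cells for no effect and cells given 10 µM MG132 for full effect; MG132 reads +100%, hits lower the ratio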
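Concentration-response series (up to 46 uM) were applied to TMD8 dual-reporter cells for 4 h at 37C with doxycycline. Green/red ratio, after filter-overlap correction, defined %Activity; red signal alone was normalised to basal cells and zero luminescence.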
The depositor's hits bear a star; ? = inconclusive; / = not tested or not shown; [ ] = another dose, or the depositor's remark. Unless noted, the call rests on the fitted dose curve; in most records, active means well fitted curve in the direction sought with a large enough effect; inconclusive means small, poorly fitted or top-dose-only effect, or another doubt; inactive means no such curve, though single readings can be large; an effect the other way counts as inactive or inconclusive.

SMILES,S-ASM inh,PKM2 activator,TSHR antagonist,Mito fusion act,Menin-MLL TR inh,Eya2 phos inh,KCNH2 WT inh,GALK inh,USP2a block,MBNL1-CUG inh,BCR signal inh
CCOc1ccc2[nH]cc(C(=O)NCCCN3CCOCC3)c(=O)c2c1,-9%,-1%,-6,2%,-6%,-2%,-2,1%,0%,-1%,?
O=C(NNc1ncnc2c1cnn2-c1ccccc1)c1cccs1,4%,-5%,-6,9%,10%,5%,13,1%,-1%,-3%,?
CCN(CC)S(=O)(=O)c1ccc(N2CCCC2)c(C(=O)Nc2ccc(OC)c(Cl)c2)c1,1%,-1%,15,-8%,0%,-14%,6,2%,1%,/,2%
Cc1ccc(S(=O)(=O)N2CCCCC2)cc1C(=O)NC1CCCCC1,0%,-2%,-43,-12%,-21%,2%,0,-1%,1%,-7%,4%
Cc1onc(-c2ccccc2)c1C(=O)N1CCN(Cc2ccc3c(c2)OCO3)CC1,7%,3%,-8,5%,-24%,3%,/,0%,2%,-13%,?
CCCc1cc(-c2ccc(O)c(OCC)c2)c(C#N)c(N)n1,-1%,3%,-12,23%,-20%,-36%,7,-3%,3%,-1%,?
Cc1c(NC(=O)COC(=O)CCc2c[nH]c3ccccc23)c(=O)n(-c2ccccc2)n1C,3%,/,-3,-6%,/,-6%,-12,1%,3%,-2%,0%
CCCCNCC1CCCO1 (stereo unspecified),6%,2%,-8,-15%,-7%,?,-5,-2%,2%,-3%,-2%
COc1ccc(NC(=O)CSCc2ccc(C)cc2)cc1,0%,12%,7,3%,8%,-5%,-5,8%,-2%,-6%,-1%
CCOC(=O)c1ccc(S(=O)(=O)N2CCN(C)CC2)cc1,0%,-1%,7,-3%,2%,4%,-1,-1%,-4%,-14%,2%
CCOc1cc(N2CCOCC2)c(OCC)cc1NC(=O)CN1CCC(Cc2ccccc2)CC1,-2%,-1%,-4,3%,?,-17%,-8,-3%,5%,4%,?
Cc1ccc(-n2c(=O)c3sccc3n(CC(=O)NC3CCCC3)c2=O)cc1,6%,/,15,3%,0%,12%,6,-3%,1%,1%,4%
CCOc1cc(C(=O)Nc2cc(C)ccc2C)ccc1OCC(=O)N1CCCCC1,/,-1%,-1,-1%,-9%,-7%,-3,1%,0%,-8%,0%
Cn1c(NC(=O)c2ccc(Cl)cc2)cc(=O)n(C)c1=O,-1%,0%,7,-1%,6%,-4%,-14,0%,1%,1%,8%
CCOc1ccc(N2C(=O)CSC2=S)cc1,1%,-1%,18,-2%,19%,-14%,-7,-4%,0%,5%,?
COc1ccccc1N(CC(=O)Nc1ccc2c(c1)OCO2)S(=O)(=O)c1ccccc1,-2%,1%,7,0%,12%,-8%,-10,-1%,-1%,1%,?
CCc1ccc(-n2nnnc2SCC(=O)NNC(=O)c2ccco2)cc1,-2%,0%,12,-2%,12%,-8%,2,3%,1%,-4%,?
COc1ccc(-c2cc(=O)c3ccccc3s2)cc1,-12%,-5%,-22,2%,16%,6%[15.4 µM],-5,2%,1%,?,-18%
NNc1nc(Nc2ccc([N+](=O)[O-])cc2)nc(N2CCCCCC2)n1,-9%,4%,-18,-6%,?,1%,0,0%,1%,14%,10%
CCN1CCN(c2ncc3c(n2)CC(c2ccc(OC)c(OC)c2)CC3=O)CC1 (stereo unspecified),-2%,-3%,6,0%,3%,-3%,8,6%,0%,-1%,-7%
Cc1ccccc1NC(=O)Cc1nc(COC(=O)c2cccnc2Cl)cs1,5%,/,7,3%,/,-9%,-1,/,3%,/,-2%
O=C(COc1ccc(Cl)cc1Cl)N1CCNC1=O,0%,/,-3,-2%,/,2%,-7,/,-1%,/,?
Cc1ccc(NC(=O)C(C)Sc2nc(-c3ccccc3)cc(=O)[nH]2)cc1 (stereo unspecified),-2%,/,3,-4%,23%,-15%,-2,2%,-2%,-2%,0%
CC(C)c1ccc(NC(=O)C2C3C=CC4(O3)C2C(=O)N(CCCN2CCOCC2)C4C(=O)NC2CCCCC2)cc1 (stereo unspecified),3%,-1%,-5,-6%,-7%,-10%,-20,-1%,-1%,1%,-5%
CCCN(c1nc(C)cc(OC)n1)S(=O)(=O)c1ccccc1,-4%,2%,-1,-1%,?,5%,9,2%,0%,10%,-1%
CC(C)NC(=O)Cn1nc(C(F)(F)F)c2c1CCC2,2%,-12%,42,5%,-8%,3%,-3,-3%,-1%,?,10%
O=C(CNC(=O)c1cccc(F)c1)NC1CC1,-1%,/,0,/,/,2%,5,/,2%,/,1%
Oc1ccc(N=Nc2ccc3c(c2)OCCO3)c(O)c1,-4%,-25%,2,0%,/,-24%,-73*,1%,-4%,?,?
O=C(COc1ccc(S(=O)(=O)NC2CCCCC2)cc1)NC1CCCCC1,-1%,5%,0,4%,-16%,-2%,7,0%,1%,-4%,-18%
CCOC(=O)c1cnc2ccc(OCC)cc2c1NCc1ccccc1,479%[activator],3%,-12,-5%,-22%,-17%,7,2%,-6%,/,?
CCCOc1ccc2c3c(c(=O)oc2c1OCCC)CCCC3,-11%,1%,-14,-1%,?,-1%,7,0%,-2%,6%,15%
CC(Nc1ccc(Br)cn1)c1cc(Cl)ccc1O (stereo unspecified),-8%,2%,-16,?,?,-1%,-31,-4%,3%,-9%,?
Cc1ccc2c(c1)N(CC(=O)Nc1ccccc1F)C(=O)CO2,5%,-3%,4,0%,10%,4%,6,3%,-1%,-1%,1%
N/C(=N\OC(=O)c1ccccc1Cl)c1cccc([N+](=O)[O-])c1,-3%,1%,4,2%,14%,-27%,12,-2%,-1%,?,?
Cc1ccc(C)c(NC(=O)COC(=O)c2c(C)nn(-c3ccccc3)c2C)c1,1%,/,-9,7%,/,3%,13,/,1%,/,2%
COc1ccc(-c2nn(-c3ccccc3)cc2C(=O)Nc2nccs2)cc1,?,-6%,-14,28%,?,-1%,1,-2%,-1%,-1%,?
COc1cccc(C(=O)N/N=C(/c2ccccc2)c2ccccn2)c1,-1%,0%,4,-6%,-9%,-12%,-1,-1%,4%,8%,0%
CCn1cc(C(=O)Nc2ccc(OC)c(S(=O)(=O)N3CCCCC3)c2)c(=O)c2ccc(C)nc21,4%,0%,-9,-2%,-9%,1%,31,-3%,1%,/,6%
Cc1ccc(S(=O)(=O)N/N=C(\c2ccccc2)C2CC2)cc1,-2%,2%,16,2%,/,-9%,3,5%,1%,-3%,-1%
CC(C)(C)c1ccc(S(=O)(=O)NCC(=O)Nc2ccc(-c3nc4ccccc4s3)cc2)cc1,10%,-1%,8,-1%,?,11%,1,-2%,-1%,3%,?
CCOC(=O)C/C(N)=N/N(C)c1ncc(C(F)(F)F)cc1Cl,5%,-4%,3,-14%,-1%,-9%,4,0%,1%,5%,4%

Some of these compounds in order of the GALK inh value, rising.
smiles | S-ASM inh | PKM2 activator | TSHR antagonist | Menin-MLL TR inh | Eya2 phos inh | GALK inh
CC(C)(C)c1ccc(S(=O)(=O)NCC(=O)Nc2ccc(-c3nc4ccccc4s3)cc2)cc1 | 10% | -1% | 8 | ? | 11% | -2%
CCN(CC)S(=O)(=O)c1ccc(N2CCCC2)c(C(=O)Nc2ccc(OC)c(Cl)c2)c1 | 1% | -1% | 15 | 0% | -14% | 2%
Cc1ccc2c(c1)N(CC(=O)Nc1ccccc1F)C(=O)CO2 | 5% | -3% | 4 | 10% | 4% | 3%

Assay outcomes as filed in PubChem.

The list is partial; rates above refer to the full screens.
